XIAP displacement: small molecules displacing peptide from XIAP – biochemical, IAP family, fluorescence polarization (AID 1018). XIAP BIR domain, fluorescence polarization peptide displacement; higher % means a stronger effect. 0.007% of 200,000 active. displacement, % at 20 µM, or IC50 in µM where a hit was titrated; in the data active = displacement above about 50%; note: a part of the inactive calls stands beside numbers as strong as those of hits
WT yeast gro inh: growth inhibition of WT yeast, mitochondrial fusion screen; inhibition, % at 10 µM; mitochondrial fusion phenotypic screen, WT strain; 2.1% of 190,000 active; AID 1362; in the data active = inhibition above about 58%; tested in S. cerevisiae
Autophagy mod: alters autophagy in cells; 0.98% of 190,000 active; MEF GFP-LC3 puncta imaging; test concentration mostly 10 µM; calls only at 10 µM (by protocol);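 active = percentage of spot-positive cells more than 3 SD above its plate mean, without a fluorescence outlier flag or 80% toxicity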;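 note: spot-positive cell cutoff set from DMSO-treated cells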
Ins promoter up: MIN6 insulin promoter up-regulation. MIN6 insulin promoter-GFP reporter, high-content imaging; active compounds read high. z-score at 5 µM. 0.3% of 190,000 active. AID 1625;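 active = z-score above 3 at 5 µM with at least 500 cells counted in the well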
bCat nuc transl: alters nuclear translocation of beta-catenin in HeLa cells. immunofluorescence imaging. nuclear translocation activity, % at 5 µM. 0.3% of 190,000 active. AID 1665;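 active = nuclear translocation activity above 50% at 5 µM, with a well cell count of 50 or more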;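 note: per-cell ratio of nuclear to cytoplasmic median beta-catenin stain intensity; plate controls were DMSO negative control for no effect and GSK-3 inhibitor IX positive control for full effect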
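test system = HeLa cells, endogenous beta-catenin | dosing = single 5 µM dose plus 0.02–20 µM confirmation series | times = compound treatment 24 h, 37°C, 5% CO2 | technique = beta-catenin immunofluorescence imaging with DAPI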
ER stress rescue: rescue of cells from ER stress-induced death, primary screen, 384-well, CSM14.1, thapsigargin, ATP luminescence (AID 1222) | cellular ATP content (survival), % at 20 µM, or EC50 in µM where a hit was titrated | CSM14.1 thapsigargin-induced death rescue, ATP luminescence; higher % means a stronger effect | 190,000 tested, under 10 active;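 active = EC50 below 50 µM in the dose-response confirmation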;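 note: death triggered by thapsigargin at about 15 µM added after 2 h compound pretreatment; cell ATP read after overnight thapsigargin exposure of roughly 18 to 22 hours; normalized against plate controls of thapsigargin alone and 5% DMSO vehicle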
MT stabilizer: stabilizes microtubules in HeLa cells | HeLa tubulin immunostaining HCS, 24 h; share of cells brighter than vehicle mean+2SD | % tubulin-high responders, % at 10 µM | 0.83% of 200,000 active | AID 2205;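 active = plate Z-score above 3 for both tubulin-high and condensed-nucleus cell shares, with cell loss under 80%, at 10 µM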;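 note: anti alpha tubulin signal scored within the nucleus-defined area of each cell; some results filed as inactive read as strong as hits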
Lipid droplet: hepatic lipid droplet formation modulation; AML12 mouse hepatocytes, oleate lipid droplets, BODIPY imaging; inhibition, % at 6.5 µM; 0.4% of 240,000 active; AID 1656;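 active = lipid droplet intensity inhibited by at least 50%, with more than 500 cells counted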
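Assay system: AML12 mouse liver cells | Compound: 6.5 µM single-point dosing | Schedule: Overnight exposure | Technique: Fluorescence imaging, 20x objective, two fields per well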
Dynein cargo inh: blocks dynein driven cargo transport along microtubules; 3617.4 mouse cells, GR-EGFP nuclear translocation imaging; test concentration mostly 20 µM; stimulated with dexamethasone, 1 µM; active compounds read low; z-score, hits read low; 0.47% of 220,000 active;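 active = plate z-score of nuclear minus cytoplasmic receptor signal below a set negative limit, without overly bright fluorescence or cell loss, cut at about -3.5 in these data, passing the limit was not always enough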;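 note: z-score of nuclear minus cytoplasmic ring GR-EGFP intensity difference per well; some compounds called inactive have numbers as strong as hits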
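Also added – dexamethasone, 1.0 µM final · Buffer or medium – tet-free, stripped-serum medium · Schedule – induction 48 h, compound 1 h, agonist 30 min · Detection – formaldehyde fixation, Hoechst nuclear stain, 10x automated fluorescence imaging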
WT yeast gro inh mutant strain: also measured in WT yeast gro inh; calls as there; inhibition, %; mitochondrial fusion phenotypic screen, mutant strain inhibition
Dynein cargo inh cytoplasmic EGFP: recorded beside Dynein cargo inh, whose call it bears; z-score; measured here: cytoplasmic GR-EGFP intensity; active compounds read high
Dynein cargo inh nuclear GR-EGFP: further read-out of Dynein cargo inh, marked with its call; z-score; measured here: nuclear GR-EGFP intensity;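 lower value marks the stronger effect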
Dynein cargo inh cell count: recorded beside Dynein cargo inh, whose call it bears; z-score; measured here: cell count per field
Ins promoter up cell count: further read-out of Ins promoter up, marked with its call; cell count; measured here: cytotoxicity, nuclei count;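 total cells summed across four imaged fields per well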
Lipid droplet cells 6.5 µM: also measured in Lipid droplet; calls as there; cell count; measured here: cell count, cytotoxicity flag;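 cells counted across two imaged fields per well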
bCat nuc transl cell count 5 µM: recorded beside bCat nuc transl, whose call it bears; cell count; measured here: cell count, cytotoxicity flag
MT stabilizer Hoechst-high %: recorded beside MT stabilizer, whose call it bears; % Hoechst-high responders; measured here: nuclear condensation Hoechst responders;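 share of cells brighter than vehicle mean plus two SD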
MT stabilizer cytotoxicity %: recorded beside MT stabilizer, whose call it bears; toxicity, %; measured here: cytotoxicity by cell density;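 0% = mean cell density of plate MIN control wells and 100% = no cells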
Autophagy mod cell loss 18 h: further read-out of Autophagy mod, marked with its call; toxicity, %; measured here: cell loss, nuclei count;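 cell loss after 18 h compound exposure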
The depositor's hits bear a star; i = inactive; x = no result given.

Value order – XIAP displacement	WT yeast gro inh	WT yeast gro inh mutant strain	Autophagy mod	Autophagy mod cell loss 18 h	Ins promoter up	Ins promoter up cell count	bCat nuc transl	bCat nuc transl cell count 5 µM	ER stress rescue	MT stabilizer	MT stabilizer Hoechst-high %	MT stabilizer cytotoxicity %	Lipid droplet	Lipid droplet cells 6.5 µM	Dynein cargo inh	Dynein cargo inh cytoplasmic EGFP	Dynein cargo inh nuclear GR-EGFP	Dynein cargo inh cell count
(1) CCCCC(=O)O[C@H]1CC[C@H]2[C@@H]3CCc4cc(O)ccc4[C@H]3CC[C@]12C
  -2.6%	90.6*	-5.6*	i	34.1	x	x	-2.3	564	-4.8%	4.1	2.5	11.9	x	x	1.81	-0.118	1.15	-1.3
(2) CC(C)C[C@H](NC(=O)CCn1nnc2ccccc2c1=O)C(=O)O
  x	x	x	x	x	-0.16	1084	0.6	1259	x	x	x	x	-2.2	742	-0.561	-0.0999	-0.289	1.13
(3) C=C(C)c1cccc(C(C)(C)NC(=O)NC2CCCC2)c1
  -16.0%	-19.5	-13.4	i	5.3	0.03	1334	-2.5	498	-1.5%	2.2	1.9	7.3	3.1	632	0.438	-0.113	0.582	-0.973
(4) CCOc1ccc(NC(=O)CSc2nnc(Cc3cccn3C)n2-c2ccc(F)cc2)cc1
  -7.1%	-8.1	5.6	i	16.0	0.47	1548	-4.0	1151	x	2.6	2.2	4.9	-2.5	676	0.729	-0.182	0.531	0.418
(5) COc1ccccc1CN(C(=O)c1ccco1)C(C(=O)NC1CCCC1)c1ccncc1 (stereo not drawn)
  -2.0%	3.7	9.8	i	-13.5	-0.23	1212	0.0	1071	6.5%	2.7	2.4	8.3	x	x	-0.429	-0.15	-0.0825	-0.00289
(6) Nc1nc2n(n1)C(c1cccs1)CC(c1ccccc1)N2 (stereo not drawn)
  -1.9%	18.2	17.3	i	-2.1	-0.28	1425	1.3	672	0.2%	2.2	1.4	3.3	x	x	1.19	-0.216	0.293	-0.312
(7) O=c1[nH][nH]cc1C=NCc1cccnc1
  0.6%	-20.0	6.0	i	5.7	-0.25	1203	-0.6	1071	x	4.0	2.2	9.8	-0.3	710	0.174	-0.311	0.39	-0.168
(8) CC(C)(C)C(=O)Nc1cccc(C(=O)c2cccc(NC(=O)C(C)(C)C)c2)c1
  -1.3%	4.3	10.3	i	-2.1	-0.27	1026	x	x	-1.1%	3.4	2.7	4.4	x	x	-0.998	0.335	-0.424	0.321
(9) COc1cccc(NC(=O)CN(C)C(C)C(=O)Nc2ccc(S(=O)(=O)N3CCCC3)cc2)c1 (stereo not drawn)
  -1.3%	-3.7	2.9	i	-8.2	-0.5	1207	-1.8	1073	-1.0%	0.1	3.7	6.2	-17.9	564	0.187	-0.296	0.321	-0.415
(10) O=C1c2cccnc2C(=O)N1Cc1ccc(F)cc1
  -2.0%	-16.8	-12.8	i	12.9	0.14	1604	-0.2	1385	-1.4%	5.8	2.1	7.0	x	x	0.115	-0.229	0.192	-0.596
(11) O=c1oc(/C=C/c2ccco2)nc2sc3c(c12)CCC3
  -4.6%	-16.8	0.6	i	-6.1	0.28	1529	-1.1	1328	-1.5%	3.8	2.3	5.3	x	x	-0.775	-0.231	-0.28	1.51
(12) COc1cccc(C(=O)/C=C/Nc2ccc(S(=O)(=O)Nc3nc(C)cc(C)n3)cc2)c1
  -1.9%	6.2	9.2	i	2.6	-0.01	1403	-2.9	1152	0.3%	1.9	1.7	7.2	10.7	674	0.48	-0.227	0.385	-0.226
(13) FC(F)(F)c1nnc(-c2ccccc2)nc1Sc1ccccc1
  1.3%	21.0	26.2	i	12.2	x	x	x	x	-2.5%	0.8	2.7	11.0	x	x	0.18	-0.0307	-0.435	-0.986
(14) CN(Cc1cn(C)nc1-c1ccccc1F)Cc1nccn1C
  -6.2%	9.5	-5.0	i	-4.4	-0.23	1458	0.2	1440	-1.0%	2.7	0.9	8.0	-25.3	638	-0.271	-0.369	-0.682	1.21
(15) Cn1ccnc1SCC(=O)Nc1ccc(Oc2ccccc2)cc1
  -3.1%	1.9	10.2	i	-9.8	-0.98	1056	0.9	1163	-0.5%	1.6	1.9	6.3	x	x	-0.283	-0.108	-0.289	0.389
(16) Cc1ccc2cc(C#N)c(SCC(=O)NCC3CCCO3)nc2c1 (stereo not drawn)
  0.6%	-14.1	-12.5	i	-16.0	0.43	1191	-0.4	1048	-0.1%	1.0	1.3	8.3	x	x	-1.09	-0.222	-0.458	0.96
(17) Cc1nc2ccc(S(=O)(=O)NCC(=O)N(C)Cc3ccccc3)cc2s1
  -3.6%	-6.2	-17.0	i	8.6	-0.52	1344	-1.1	1120	-7.4%	2.5	1.3	5.2	7.8	724	0.0732	0.0412	0.127	0.221
(18) CC(=O)OC1COC(OC2C(O)C(C)OC(OC3C(OC4CCC5(C)C(CCC6(C)C5CC=C5C7CC(C)(C)CCC7(C(=O)O)CCC56C)C4(C)CO)OCC(O)C3O)C2O)C(O)C1OC(C)=O (stereo not drawn)
  -5.0%	1.5	-6.0	i	-10.1	-0.72	1268	-3.0	1113	-5.1%	1.7	2.5	10.5	-1.4	759	-5.32*	0.397*	-3.01*	-3.37*
(19) O=C(NCCCN1CCCC1)C1CCN(C(=O)c2cc3sccc3n2Cc2ccc(F)cc2)CC1
  0.7%	-14.4	-1.6	i	-7.3	-1.14	835	x	x	-0.3%	2.9	2.3	12.0	18.5	849	-0.675	-0.101	-0.0788	1.3
(20) CCOC(=O)C1C(=O)N(C(=O)c2ccc(OC)cc2)CC1c1ccccc1 (stereo not drawn)
  -4.3%	-7.1	1.0	i	-9.7	0	1222	x	x	-2.4%	2.1	1.5	5.3	7.9	780	-0.212	-0.242	0.476	-1.25
(21) CN=C1SC(CC(=O)Nc2ccc(C(=O)O)cc2)C(=O)N1C (stereo not drawn)
  -4.1%	2.9	5.5	i	0.3	x	x	0.8	962	-0.6%	1.6	1.5	4.2	-7.0	827	-0.168	-0.0575	0.0249	0.117
(22) Cc1ccsc1CNn1cnnc1SCc1ccc(Cl)cc1
  -3.6%	6.5	-7.6	i	3.3	0.03	1204	-2.3	1249	-1.7%	4.7	2.8	5.9	-1.5	704	0.624	-0.199	0.187	0.369
(23) COc1cccc(OC)c1CN1CCCC(C(=O)c2ccccc2SC)C1 (stereo not drawn)
  -4.5%	2.9	-2.8	i	2.4	x	x	-2.0	876	-2.6%	3.4	4.1	5.7	-0.4	760	-2.17	0.126	-1.53	-0.222
(24) CN(C(N)=S)c1ccccc1
  -11.1%	-7.4	3.9	i	-24.3	0.14	1668	-1.8	1313	-1.5%	2.0	1.7	9.5	x	x	-0.603	-0.173	0.17	-0.0235
(25) CC(=O)NCC(=O)NC(C(=O)Nc1ccc2c(c1)OCCO2)c1ccc(C)cc1 (stereo not drawn)
  1.8%	2.2	-11.7	i	-2.2	0.05	1221	-0.8	1049	-0.7%	3.6	2.7	1.4	1.6	810	-0.936	-0.195	-0.195	-0.164
(26) O=C(Cc1ccc(Cl)cc1Cl)OCC(=O)c1ccc[nH]1
  -1.6%	11.2	-2.7	i	-6.1	x	x	x	x	-0.6%	2.0	0.9	8.3	18.6	779	0.239	-0.276	0.782	0.684
(27) Cc1cccn2c(=O)c3cc(C(=O)NCCCN4CCOCC4)n(C)c3nc12
  -3.5%	15.3	3.4	x	x	-0.22	1905	-0.3	1062	-2.2%	x	x	x	-4.1	612	x	x	x	x
(28) CCCCN(C)C(=O)c1cc2cc3ccc(OC)cc3nc2s1
  -1.4%	27.8	13.7	i	-22.5	-0.96	1152	-2.3	1515	-4.8%	2.9	3.0	8.7	x	x	0.797	-0.186	1.27	-0.361
(29) Fc1ccc(C(c2nnnn2C2CCCC2)N2CCN(Cc3ccccc3)CC2)cc1 (stereo not drawn)
  -2.2%	-15.8	-3.5	i	-3.3	-0.93	1355	-0.6	1063	-1.8%	2.5	2.0	8.2	x	x	-0.352	-0.177	0.0608	-0.0243
(30) Cc1ccc(CNC(=O)CCNC(=O)Cn2ccc3ccccc3c2=O)o1
  17.3%	2.1	-20.5	i	0.9	0.1	1528	-1.7	1390	-1.3%	4.6	2.9	10.4	x	x	-1.02	-0.117	-0.0728	0.552
(31) Cc1nn(-c2ncc(C(F)(F)F)cc2Cl)c(=O)n1-c1ccccc1F
  -2.5%	-6.0	11.4	i	1.2	-0.16	1374	-5.3	1184	0.1%	3.3	1.5	3.8	5.3	694	-0.352	-0.346	-0.297	-0.0687
(32) CCOC(=O)c1sc(NC(=O)c2cccc(S(=O)(=O)N3CCN(C)CC3)c2)cc1C
  -4.8%	-1.3	0.1	i	13.0	-0.63	886	-0.8	1005	0.4%	2.5	4.8	8.1	x	x	-0.759	0.108	-0.159	0.853
(33) CCN1CCc2c(OCC(=O)N3N=C(c4cccs4)CC3c3ccc(F)cc3)cccc2C1=O (stereo not drawn)
  -4.0%	0.6	-0.8	i	4.9	-0.24	1431	-2.1	1149	42µM*	3.4	2.9	4.7	26.5	650	0.377	-0.236	-0.0193	-0.177
(34) CCOc1ccc(C(=O)NCc2ccco2)cc1
  -4.9%	-10.2	0.9	i	3.6	1.94	867	0.6	1114	-1.3%	4.2	1.6	5.5	x	x	0.601	-0.241	0.528	0.605

Bioassay records deposited in PubChem BioAssay by several laboratories.
